Screening data (PubChem)
PTAP TSG101 blk = qHTS Assay for Iinhibitors of HIV-1 Budding by Blocking the Interaction of PTAP/TSG101 | Tumor susceptibility gene 101 protein (Homo sapiens), Q99816 | Fluorescence polarization, FITC-PTAP peptide / Tsg101 binding | Potency, µM (top dose mostly 115 µM), without a hit: at the top dose activity change, negative = inhibition, hits mostly inhibitors | 340,000 tested, under 10 active | AID 493005, 2010; active means well fitted inhibition curve with a large enough effect in the main read-out, with a control signal flat, not every such curve was filed as active; inconclusive means small, poorly fitted or top-dose-only effect, or effect the other way, or a change in a side signal; inactive means no such curve, though single readings can be large or run the other way; further: potency means the concentration at half of the fitted maximal effect; % of control where 0% means no effect
Target sequence (Q99816 whole entry, looked up): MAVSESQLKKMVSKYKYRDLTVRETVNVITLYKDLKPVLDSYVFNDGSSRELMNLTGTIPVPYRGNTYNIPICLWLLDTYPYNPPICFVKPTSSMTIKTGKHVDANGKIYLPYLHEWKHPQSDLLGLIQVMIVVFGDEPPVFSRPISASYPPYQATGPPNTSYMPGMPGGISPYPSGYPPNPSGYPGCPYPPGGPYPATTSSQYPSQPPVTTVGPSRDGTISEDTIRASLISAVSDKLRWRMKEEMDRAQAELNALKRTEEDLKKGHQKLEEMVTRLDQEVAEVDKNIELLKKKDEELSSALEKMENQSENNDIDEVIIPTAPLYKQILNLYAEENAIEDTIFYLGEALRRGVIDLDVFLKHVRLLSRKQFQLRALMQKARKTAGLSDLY
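Steps: Tsg101 binding domain dispensed (10 uM final), compounds pinned in DMSO, FITC-labeled PTAP-motif peptide added (50 nM final); after 20 min binding at room temperature, polarization measured.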
p53 reactivator = qHTS assay for re-activators of p53 using a Luc reporter; H1299 p53-A138V BP100-luciferase reporter, luminescence, 24 h; Potency, µM (doses to about 92.2 µM), for inactives: top-dose activity change, positive = activation, usual class: activators; 320,000 compounds, 0.063% hits; AID 504706, 2011; further: potency means the concentration at half of the fitted maximal effect; % of control where 0% means no effect; nearly all actives have a fitted effect of over 45% in size
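H1299 (p53-null), stable ts p53-A138V + BP100-Luc; 1000 cells/well, Opti-MEM/10% FBS; cpd 4 pt, 1:5; 24 h, 37 deg C, 5% CO2; detection reagent 10 min RT; luminescence.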
ASM inhibitor = Inhibitors of Secretory Acid Sphingomyelinase (S-ASM): qHTS; Potency, µM (doses to about 57.5 µM), for the others: at the highest dose activity change, negative = inhibition, actives largely listed as inhibitors; placental ASM, HMU-PC fluorogenic substrate, 60 min; 340,000 compounds, 0.006% hits; Sphingomyelin phosphodiesterase (Homo sapiens), P17405; further: potency means the concentration at half of the fitted maximal effect
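Human placenta-derived ASM enzyme was preincubated with compound for 10 minutes at room temperature, then given fluorogenic substrate HMU-PC0 (9 uM final) for 60 minutes at 37 °C; a pH 10 stop preceded fluorescence reading at Ex 386/Em 447 nm.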
uPA generation = qHTS for Inhibitors of Cell Surface uPA Generation; cell surface uPA generation assay, qHTS; Potency, µM (highest dose often 38.3 µM), without a hit: at the top dose activity change, negative = inhibition, usual class: inhibitors; 330,000 compounds, 0.31% hits; AID 540303, 2011; active means well fitted inhibition curve with a large enough effect; inconclusive means small, poorly fitted or top-dose-only effect; inactive means no such curve, though single readings can be large or run the other way; tested in mouse RAW 264.7 cells; further: potency means the concentration at half of the fitted maximal effect; on the % scale 0 is the no-effect control and ±100 the full control effect; nearly all actives have a fitted effect of over 55% in size
TRPV1 agonist = HTS Assay for Compounds that Act as Agonists of the Vanilloid Receptor 1. Transient receptor potential cation channel subfamily V member 1 (Homo sapiens), Q8NER1. 320,000 compounds, 0.19% hits. activation, % at 8.33 µM. TRPV1-expressing cells, Fluo-8 calcium influx, agonist mode; in the data active means activation above about 80%; inconclusive means between about 30% and that limit; further: 0% is about no effect
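Cells expressing TRPV1 were dye-loaded with Fluo-8 and read kinetically: 10 s baseline, 3 min after compound (agonist portion), then 2 min after EC20 capsaicin (allosteric enhancer portion). Calcium-bound dye fluorescence at 480/520 nm.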
Integrin act MD = qHTS for Activators of Integrin-Mediated Alleviation for Muscular Dystrophy | alpha7betagal myoblasts, beta-gal FDG fluorescence, 48 h | Potency, µM (series often up to 38.3 µM), for inactives: at the highest dose activation, hits mostly activators | 350,000 compounds, 0.064% hits;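 further: potency means the concentration at half of the fitted maximal effect; 100% = response of the positive control SU9516; nearly all actives have a fitted effect of over 60% in size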
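alpha7betagal+/- myoblasts (passage 13, 250/well) treated 48 h at 37C with compounds at 1:260 dilution of DMSO stock. Lysed, then beta-galactosidase activity read as FDG fluorescence (ex 480/em 540) after 30 min, with pre-read for autofluorescence.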
ELG1 genotoxic = qHTS screen for small molecules that induce genotoxicity in human embryonic kidney (HEK293T) cells expressing luciferase-tagged ELG1. AID 504466, 2011. Potency, µM (series often up to 46 µM), for the others: at the top dose activity change, positive = activation, usual class: activators. 330,000 compounds, 1.3% hits. HEK293T ELG1-luciferase reporter, luminescence, 16 h; further: potency means the concentration at half of the fitted maximal effect; % of control where 0% means no effect; nearly all actives have a fitted effect of over 60% in size
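Step 1: seed 2,000 HEK293T ELG1-luciferase cells per well. Step 2: add compound or DMSO, incubate 16 hr at 37 °C. Step 3: ONE-Glo, 30 min at room temperature, read luminescence.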
Eya2 phos inh = qHTS Assay for Inhibitors of the Phosphatase Activity of Eya2 | Protein phosphatase EYA2 (Homo sapiens), O00167 | recombinant Eya2, OMFP fluorescence dephosphorylation (OMFP is methylfluorescein phosphate) | Potency, µM (doses to about 76.9 µM), inactives show top-dose activity, negative = inhibition, most hits filed as inhibitors | 330,000 compounds, 0.006% hits | AID 488837, 2010; further: potency means the concentration at half of the fitted maximal effect; on the % scale 0 is the no-effect control and ±100 the full control effect
Target sequence (O00167 whole entry, looked up): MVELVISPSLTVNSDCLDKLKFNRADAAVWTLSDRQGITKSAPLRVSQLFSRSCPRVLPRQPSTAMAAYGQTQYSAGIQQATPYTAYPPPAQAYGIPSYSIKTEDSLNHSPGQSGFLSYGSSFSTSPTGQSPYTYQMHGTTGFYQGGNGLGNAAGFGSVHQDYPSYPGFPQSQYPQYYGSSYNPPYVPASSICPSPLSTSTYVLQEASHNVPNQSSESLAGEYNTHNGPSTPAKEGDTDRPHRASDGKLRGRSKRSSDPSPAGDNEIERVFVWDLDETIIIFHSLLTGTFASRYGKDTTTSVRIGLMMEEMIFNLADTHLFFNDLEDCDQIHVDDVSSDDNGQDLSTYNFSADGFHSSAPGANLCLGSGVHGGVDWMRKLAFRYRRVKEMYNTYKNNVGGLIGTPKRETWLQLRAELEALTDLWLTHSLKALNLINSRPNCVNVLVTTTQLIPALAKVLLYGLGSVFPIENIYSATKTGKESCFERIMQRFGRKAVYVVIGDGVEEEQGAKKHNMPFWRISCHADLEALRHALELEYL
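Eya2 protein (added as 0.2 uM solution) was preincubated with compound for 10 min at ambient temperature in 50 mM HEPES pH 7.5, 50 mM NaCl, 5 uM MgCl2, 0.05% BSA, 1 mM DTT. OMFP (added at 50 uM) then reacted 10 min; fluorescence read at 485/525 nm.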
BRCA1 expr up = qHTS Assay to Identify Small Molecule Activators of BRCA1 Expression. AID 624202, 2012. Potency, µM (highest dose often 46.1 µM), for the others: top-dose activation, hits mostly activators. 380,000 compounds, 1.1% hits. MCF7-BRCA1-FFLuc reporter, luminescence, 48 h; response scale: scaled: vehicle 0%, 10 µM genistein 100%; further: potency means the concentration at half of the fitted maximal effect; nearly all actives have a fitted effect of over 80% in size; some results filed as inactive show a strong effect at the top dose
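Quantitative HTS in MCF7 cells stably reporting BRCA1 expression via firefly luciferase. Compound treatment lasts 48 h at 37 °C in phenol-red free MEM. Activation is expressed relative to genistein at 10 microM and DMSO.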
USP2a inh = qHTS Assay for Inhibitors of Ubiquitin-specific Protease USP2a Using CHOP2 as the Reporter. Ubiquitin carboxyl-terminal hydrolase 2 (Homo sapiens), O75604. USP2 core, Ub-CHOP2 coupled fluorogenic reporter, 485/531. Potency, µM (highest dose often 38.3 µM), inactives show top-dose activity change, negative = inhibition, hits mostly inhibitors. 330,000 compounds, 0.01% hits;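 further: potency means the concentration at half of the fitted maximal effect; plate controls were DMSO wells for no effect and full inhibition by NEM control for full effect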
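Cell-free coupled assay: 10nM USP2 core preincubated 30min RT with compound in Tris-HCl pH 8.0/CaCl2/CHAPS buffer, then 25nM Ub-CHOP2 and 25nM reporter substrate; fluorescence (Ex 485/Em 531) read after 60min RT, normalized to NEM inhibition, concentration-response curves fitted.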
B2AR arrestin = qHTS assay of beta-arrestin-biased ligands of beta2-adrenergic receptor | Potency, µM (series often up to 46.1 µM), for inactives: top-dose activation, usual class: activators | Beta-2 adrenergic receptor (Homo sapiens), P07550 | beta-arrestin recruitment to beta2AR, cell-based reporter | 330,000 compounds, 0.02% hits;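 further: potency means the concentration at half of the fitted maximal effect; 0% = DMSO controls and full agonism = EC100 isoproterenol or metaproterenol; nearly all actives have a fitted effect of over 65% in size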
Starred values were filed as active, the others as inactive; ? = inconclusive; . = not tested or not shown; & = joins results of further samples; [ ] = remark or other dose. Unless noted, the call rests on the fitted dose curve; in most records, active means well fitted curve in the direction sought with a large enough effect; inconclusive means small, poorly fitted or top-dose-only effect, or another doubt; inactive means no such curve, though single readings can be large; an effect the other way counts as inactive or inconclusive.

SMILES	PTAP TSG101 blk	p53 reactivator	ASM inhibitor	uPA generation	TRPV1 agonist	Integrin act MD	ELG1 genotoxic	Eya2 phos inh	BRCA1 expr up	USP2a inh	B2AR arrestin
Cc1ccc(S(=O)(=O)Nc2nc(C)c(C(=O)NNS(=O)(=O)c3ccccc3)s2)cc1	-7%	2%	0%	0%	-2	-16%	0%	-3%	0%	3%	-0.9%
O=C(COC(=O)c1nc(Cl)ccc1Cl)NCc1cccs1	4%	2%	10%	2%	-3	7%	-1%	-3%	-8%	3%	5.2%
CCCOc1c(Br)cc(C(=O)OCc2cc(=O)n3ccsc3n2)cc1OC	0%	.	-5%	-29%	.	-2%	.	.	1%	.	.
Cc1ccc(-c2c(C(=O)N3CCOCC3)oc(=O)c3ccccc23)cc1	-1%	-6%	-1%	-17%	.	-24%	-2%	-25%	6%	-1%	-1.1%
OCCN1CCN(C(=S)Nc2cccc(C(F)(F)F)c2)CC1	-2%&-2%	-3%	-1%&7%	-3%&6%	1	0%&23%	0%	-4%	-5%&13%	2%	-0.3%
Cc1cc(NC(=S)N(Cc2cccc(Br)c2)CC2CCC(C(=O)O)CC2)ccc1Cl (stereo not given)	-7%	-2%	-9%	-18%	11	?	0%	-13%	-7%	-11%	-0.2%
O=C1c2ccccc2NC(c2ccc(-c3ccc(F)cc3)o2)N1O (stereo not given)	.	15%	22%	-21%	4	.	?	3%	?	2%	-0.9%
CNS(=O)(=O)c1cccc(C(=O)OCC(=O)N2CCCC2)c1	-7%	0%	14%	0%	3	22%	9%	-11%	-18%	-1%	-0.1%
CC(C)(C)n1nc2c(c1NC(=O)c1cc3ccccc3o1)CS(=O)(=O)C2	0%	-2%	2%	-3%	30	-18%	2%	8%	-36%	12%	0.0%
Cc1nc2ccc(C(=O)N3CCN(c4ccccc4)CC3)cc2s1	-7%	23%	2%	9%	-3	20%	-1%	4%	3%	0%	-0.9%
COc1ccc(OC)c(C=NNC(=O)c2ccc(NS(=O)(=O)c3cccs3)cc2)c1	0%	0%	89%[activator]	-2%	.	15%	1%	3%	-1%	2%	-0.3%
CCCC(C)C(=O)Nc1ccc(S(=O)(=O)N2CCCC2)cc1 (stereo not given)	3%	1%	3%	3%	13	-9%	0%	5%	0%	0%	-0.6%
Cc1ccccc1OCC(=O)Nc1ccc(S(=O)(=O)Nc2ccccn2)cc1	-8%	-4%	0%	4%	-1	1%	-2%	-1%	-19%	5%	-0.6%
Cc1ccccc1CSCc1nc(N)nc(Nc2ccccc2C)n1	0%	0%	-4%	1%	6	5%	?	-4%	11µM*	-13%	0.3%
O=c1cc(COn2nnc3ccc(C(F)(F)F)cc32)nc2sccn12	-4%	2%	-2%	-2%	-2	-17%	0%	2%	-26%	-4%	0.3%
CN(C)CCNc1ncnc2sc(-c3ccccc3)cc12	0%	-7%	6%	-18%	2	10µM*	2%	?	-40%	-6%	0.3%
COCCN(CCOC)S(=O)(=O)c1ccc(C(=O)Nc2c(C)n(C)n(-c3ccccc3)c2=O)cc1	-1%	-6%	0%	5%	1	6%	-3%	-13%	5%	-3%	0.2%
COc1cccc(OCc2cc(C(=O)NCc3cnc4ccccn34)no2)c1	-1%	-6%	3%	-24%	26	-19%	-8%	-2%	-4%	1%	-0.2%
N#Cc1ccccc1NC(=O)COc1ccc2c(c1)OCO2	-1%	?	3%	0%	10	?	?	-4%	?	0%	0.1%
Cc1cccc(N(CC(=O)N2CCCCCC2)S(C)(=O)=O)c1C	-3%	0%	-4%	-21%	-3	28%	2%	7%	-21%	0%	-1.0%
O=C(NC(N1CCOCC1)C(Cl)(Cl)Cl)c1ccc(F)cc1 (stereo not given)	0%	2%	-2%	4%	2	5%	-5%	-2%	-4%	1%	0.1%
Cc1ccc(CNC(=O)C2CC3Cn4c(nc5ccccc54)C3N2C)o1 (stereo not given)	-3%	-3%	3%	11%	-3	15%	-5%	2%	0%	-1%	0.0%
COC(C(=O)Nc1ccccc1C(=O)N1CCOCC1)c1ccccc1 (stereo not given)	0%	?	2%	14%	2	19%	3%	2%	3%	3%	0.0%
CC(=O)N1c2ccc(S(=O)(=O)NCCC(=O)Nc3ccc(C)c(Cl)c3)cc2CC1C (stereo not given)	-5%	22%	-2%	-7%	-1	-63%[inhibitor]	-5%	15%	-35%	-2%	-0.2%
Cc1ccccc1CNCc1cccnc1	-5%	1%	0%	2%	0	30%	-2%	-1%	-25%	4%	-1.5%

Whole records as entered above.
Profile of Cc1ccc(CNC(=O)C2CC3Cn4c(nc5ccccc54)C3N2C)o1 (stereo not given) = PTAP TSG101 blk = -3%; p53 reactivator = -3%; ASM inhibitor = 3%; uPA generation = 11%; TRPV1 agonist = -3; Integrin act MD = 15%; ELG1 genotoxic = -5%; Eya2 phos inh = 2%; BRCA1 expr up = 0%; USP2a inh = -1%; B2AR arrestin = 0.0%
Profile of COC(C(=O)Nc1ccccc1C(=O)N1CCOCC1)c1ccccc1 (stereo not given) = PTAP TSG101 blk = 0%; p53 reactivator = ?; ASM inhibitor = 2%; uPA generation = 14%; TRPV1 agonist = 2; Integrin act MD = 19%; ELG1 genotoxic = 3%; Eya2 phos inh = 2%; BRCA1 expr up = 3%; USP2a inh = 3%; B2AR arrestin = 0.0%

BRCA1 expr up, hit marks shown above
Molecule,PTAP TSG101 blk,p53 reactivator,ASM inhibitor,uPA generation,TRPV1 agonist,Integrin act MD,Eya2 phos inh,BRCA1 expr up,B2AR arrestin
Cc1ccccc1CSCc1nc(N)nc(Nc2ccccc2C)n1,0%,0%,-4%,1%,6,5%,-4%,11µM*,0.3%

Other compounds follow.
SMILES	PTAP TSG101 blk	p53 reactivator	ASM inhibitor	uPA generation	TRPV1 agonist	Integrin act MD	ELG1 genotoxic	Eya2 phos inh	BRCA1 expr up	USP2a inh	B2AR arrestin
O=C(NC1CCC(O)CC1)c1ccccc1OCc1ccc(F)cc1 (stereo not given)	-3%	17%	-2%	0%	?	19%	8%	-2%	-14%	-1%	-0.4%
CC(C)(C)C(=O)Nc1c2c(nn1-c1ccccc1)CSC2	8%	8%	1%	-1%	6	?	0%[9.26 µM]	5%	0%	4%	-0.1%
CSc1ccc(CNC(C)(C)CO)cc1	-2%	-1%	-3%	0%	-1	?	-3%	4%	26%	4%	0.2%
CC(C)N(C(=O)CN1C(=O)NC2(CCCCCC2)C1=O)C(C)C	-1%	1%	1%	-1%	-1	-13%	-2%	-11%	-9%	3%	0.2%
CC1CCN(S(=O)(=O)c2ccc(NC(=O)CSc3nnnn3C)cc2)CC1	-2%	-4%	6%	3%	1	3%	-5%	10%	-1%	0%	-0.1%
Cc1ncoc1C(=O)Nc1ccccc1C(N)=O	.	11%	0%	-6%	-4	5%	1%	8%	11%	-2%	-0.2%
N#CCCN(C(=O)Nc1ccccc1)C1CCCCC1	-2%	.	2%	4%	.	-24%	.	.	3%	.	.
Nc1nc(NCc2ccco2)nc(N2CCN(Cc3ccccc3)CC2)c1[N+](=O)[O-]	-5%	7%	-3%	-2%	.	0%	-4%	5%	0%	6%	-0.5%
O=S(=O)(c1ccccc1Br)N1CCN(c2ncccn2)CC1	1%	-7%	-4%	-8%	-2	0%	-4%	6%	-21%	-5%	0.3%
CCOC(=O)c1cnc2ccc(OCC)cc2c1NCc1cccnc1	0%	?	.	-3%	?	-7%	7%	0%	-29%	2%	10%
C[C@]12CCC[C@H](O1)[C@H]([C@@H](O)c1ccccc1)O2	2%	-5%	10%	-3%	-3	9%	3%	-19%	-5%	1%	0.3%
CCOc1ccc(NS(=O)(=O)c2ccc(C(=O)N3CC(C)OC(C)C3)cc2)cc1 (stereo not given)	-7%	-4%	3%	0%	5	13%	0%	-12%	-20%	-1%	-0.2%

An unsorted share of the library. Share with any hit: about 2.6%.
